# Screens (PubChem BioAssay)
# TAAR1 agonist – human TAAR1 agonists, primary screen, Fluo-8 calcium fluorescence, CHO RD-HGA16 cells; 360,000 compounds, 0.99% hits; AID 624467, 2012; vehicle wells 0%, saturating PEA agonist 100%; activation, % at 3 µM;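 active means activation above the mean activation of all test compounds in the run plus 3 SD, cut at about 38% in these data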
#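 System: CHO RD-HGA16 cells carrying human TAAR1 plus Gα16; Incubation: 17-24 h seeding, 75 min 37 °C dye, 30 min RT; Measured by: Fluo-8 fluorescence, 5 s baseline then 140 s kinetic read; Control set: DMSO and PEA EC100; Replication: single well for each compound.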
# CHRM1 PAM – human M1 muscarinic receptor positive allosteric modulators, primary screen, CHO-K1 cells, Fluo-8 calcium fluorescence, 1536-well; 360,000 compounds, 0.088% hits; CHO-K1 hM1, ACh EC20; 0% = ACh EC20, 100% = maximal ACh; Muscarinic acetylcholine receptor M1 (Homo sapiens), P11229; activation, % at 3 µM; in the data active means activation above about 19%, passing the limit was not always enough
# Target sequence (P11229 whole entry, looked up): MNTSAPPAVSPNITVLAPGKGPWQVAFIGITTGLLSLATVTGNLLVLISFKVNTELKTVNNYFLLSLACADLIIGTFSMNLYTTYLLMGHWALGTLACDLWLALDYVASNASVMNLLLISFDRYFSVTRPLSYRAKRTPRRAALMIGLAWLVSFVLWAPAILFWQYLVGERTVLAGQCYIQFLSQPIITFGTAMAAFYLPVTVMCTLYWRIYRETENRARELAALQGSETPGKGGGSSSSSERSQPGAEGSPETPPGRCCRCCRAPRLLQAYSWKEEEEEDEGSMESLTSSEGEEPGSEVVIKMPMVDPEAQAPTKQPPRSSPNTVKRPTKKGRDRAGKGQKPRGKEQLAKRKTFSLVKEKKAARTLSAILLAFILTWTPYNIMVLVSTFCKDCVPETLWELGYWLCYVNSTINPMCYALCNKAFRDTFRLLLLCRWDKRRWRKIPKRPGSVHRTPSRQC
# V1aR counter – agonists of human V1a receptor, primary screen, counter-screen for OXTR agonist project, fluorescence, CHO-V1R cells | Fluo-8 calcium fluorescence, agonist mode; 0% DMSO, 100% 3 nM vasopressin | AID 2797, 2010 | Vasopressin V1a receptor (Homo sapiens), P37288 | activation, % at 3 µM | 320,000 compounds, 0.25% hits;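 active means activation above the mean activation of all tested compounds plus 3 SD, per screening run, cut at about 20% in these data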;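 further: signal is peak over basal fluorescence ratio across a 100 second FLIPR read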
# Target sequence (P37288 whole entry, looked up): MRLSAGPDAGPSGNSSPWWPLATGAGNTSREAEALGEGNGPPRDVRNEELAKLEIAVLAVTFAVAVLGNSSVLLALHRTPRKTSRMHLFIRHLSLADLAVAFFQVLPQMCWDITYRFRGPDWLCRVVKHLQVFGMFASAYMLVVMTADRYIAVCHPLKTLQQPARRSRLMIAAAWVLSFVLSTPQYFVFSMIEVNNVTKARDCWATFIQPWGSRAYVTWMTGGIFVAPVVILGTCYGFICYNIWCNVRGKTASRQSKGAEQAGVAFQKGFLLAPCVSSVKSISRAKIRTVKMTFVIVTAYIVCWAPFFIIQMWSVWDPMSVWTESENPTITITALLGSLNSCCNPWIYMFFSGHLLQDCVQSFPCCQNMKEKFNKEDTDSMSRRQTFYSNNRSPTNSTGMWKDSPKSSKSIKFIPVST
# TAAR1 antagonist – human TAAR1 antagonists, primary screen, Fluo-8 calcium fluorescence, CHO RD-HGA16 cells. Trace amine-associated receptor 1 (Homo sapiens), Q96RJ0. 360,000 compounds, 1.5% hits. inhibition, % at 3 µM. antagonist;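 active means inhibition above a per-plate cutoff, the mean inhibition of test compounds on that plate plus 3 SD, cut at about 49% in these data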;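 further: 0% = DMSO plus EC80 beta-PEA response and 100% = DMSO alone without agonist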
#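 System: CHO RD-HGA16 cells bearing hTAAR1. Reagent: EC80 β-phenethylamine stimulus. Schedule: seeding 17-24 h prior, 75-min 37 °C, 30-min RT dye loading. Signal: Fluo-8 intracellular calcium dye fluorescence, real-time kinetic reads. Read-out: % inhibition from peak post-agonist over basal fluorescence ratio. Benchmarks: vehicle wells and EC80 agonist wells. Replicates: n of 1.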
# M1 ag – human M1 muscarinic receptor agonists, primary screen, Fluo-8 calcium fluorescence, CHO-K1 cells, HTS. 360,000 compounds, 0.33% hits. CHO-K1 hM1, agonist mode; 0% DMSO, 100% acetylcholine EC100. activation, % at 3 µM. Muscarinic acetylcholine receptor M1 (Homo sapiens), P11229. AID 588814, 2011;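 active means activation above the run's mean compound activation plus 3 SD, cut at about 16% in these data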;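 further: peak over basal fluorescence ratio within a 140 s kinetic read after compound addition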
# OXTR potentiate – human OXTR potentiators, primary screen, fluorescence, CHO-OTR cells, Fluo-8 calcium | AID 2445, 2010 | 320,000 compounds, 0.061% hits | Fluo-8 calcium fluorescence, potentiator mode; 0% = oxytocin EC15, 100% = EC100 | activation, % at 3 µM | Oxytocin receptor (Homo sapiens), P30559;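 active means activation above that plate's cutoff, the mean activation of tested compounds plus 3 SD, cut at about 6.6% in these data, passing the limit was not always enough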;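 further: 100% uses oxytocin at 75 nM as the full agonist control; some results filed as inactive read as strong as hits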
#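 System: human OTR in CHO cells / Also added: sub-maximal oxytocin, roughly EC15 / Control set: EC15 oxytocin low, 75 nM oxytocin high / Schedule: 6 min compound pre-incubation at room temperature, 100 s kinetic read / Compound: single-point 3.0 µM / Replication: singlicate / Technique: Fluo-8 calcium dye fluorescence / Read-out basis: % activation of max/min ratio relative to oxytocin controls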
# CHO parental Ca – ATP-evoked calcium signal inhibitors, parental CHO, primary screen, counter-screen for OX1R antagonist project, cell-based, fluorescence, Fluo-8 calcium dye; parental CHO-K1, ATP-induced calcium, Fluo-8 fluorescence; inhibition, % at 5.6 µM; 330,000 compounds, 0.63% hits; AID 463079, 2010;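 active means inhibition above that plate's mean sample inhibition plus 3 SD, cut at about 26% in these data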;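 further: 0% = ATP-challenged DMSO wells and 100% = DMSO wells without ATP; some compounds past the cut are filed as inactive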
#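 Assay system: untransfected parental CHO cell line. Also added: ATP agonist challenge. Dosing: one dose, 5.6 µM nominal. Measured by: Fluo-8 fluorescence. Read-out: % inhibition. Benchmarks: ATP wells versus no-ATP DMSO wells. Repeats: no replicates.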
# OXTR agonist – human OXTR agonists, primary screen, fluorescence, CHO-OTR cells, Fluo-8 calcium; activation, % at 3 µM; Oxytocin receptor (Homo sapiens), P30559; 320,000 compounds, 0.32% hits; Fluo-8 calcium fluorescence; normalized: DMSO 0%, oxytocin 100%;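 active means activation above the mean of all tested compounds plus 3 SD, cutoff set per screening run, cut at about 20% in these data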;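 further: peak over basal fluorescence ratio from a 100 s FLIPR kinetic read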
# CHRM1 antagonist – human M1 muscarinic receptor antagonists, primary screen, CHO-K1 cells, Fluo-8 calcium fluorescence, 1536-well; AID 588852, 2011; CHO-K1 hM1, ACh EC80 antagonist; Muscarinic acetylcholine receptor M1 (Homo sapiens), P11229; 360,000 compounds, 1.3% hits; inhibition, % at 3 µM;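 active means percent inhibition above its own plate's cutoff, namely the mean of that plate's compound wells plus 3 SD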;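 further: peak over basal fluorescence ratio during 140 s after agonist addition; 0% = ACh EC80 plus DMSO and 100% = DMSO alone without agonist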
# * = called active by the depositor; · = no result given.
1	O=C(Nc1ncc(Cc2ccccc2Cl)s1)C1=NCCN1
2	Cc1ccc(NC(=O)CN2C(=O)NC(Cc3ccccc3)C2=O)cc1Cl (stereo not given)
3	Cc1cccc(N2CCN(C(=O)c3cccc(N4C(=O)C5C6C=CC(C6)C5C4=O)c3)CC2)c1C (stereo not given)
4	COc1ccc(C(=O)OCc2c(-c3ccccc3)ncc3ccccc23)cc1
5	[O-][n+]1c2ccccc2c2n1CCN=C2c1ccc(Cl)cc1
6	OCC[C@@H]1C[C@@H](O)[C@H](O)[C@]2(Cc3ccccc3O2)O1
7	COCCn1c(=O)[nH]c2cc(C(=O)N3CCN(Cc4ccc5c(c4)OCO5)CC3)ccc2c1=O
8	O=C(COC(=O)c1cccc(F)c1)NC(=O)NCc1ccccc1
entry no.	1	2	3	4	5	6	7	8
TAAR1 agonist	4	5	3	19	4	3	1	-1
CHRM1 PAM	8	9	0	12	8	0	6	10
V1aR counter	3.2	3.0	7.4	2.6	0.1	1.0	·	0.7
TAAR1 antagonist	-11	-6	24	12	-3	-2	-41	-36
M1 ag	-8	1	0	2	-4	-4	-3	1
OXTR potentiate	-8	-7	-13	0	-6	-5	·	-7
CHO parental Ca	-7	-11	-10	-29	-5	-8	·	4
OXTR agonist	2.2	1.2	2.0	2.1	0.0	0.9	·	1.1
CHRM1 antagonist	-5	-11	-4	5	-1	10	-7	-9

9	CN(C(=O)CN(CCO)CC(=O)N(C)C(C)(C)Cc1ccccc1)C(C)(C)Cc1ccccc1
10	COc1cc(/C=N/NC(=O)c2nnn(-c3nonc3N)c2C(C)C)ccc1O
11	COc1ccc(C(c2nnnn2Cc2cccs2)N2CCN(c3ccc(F)cc3)CC2)cc1OC (stereo not given)
12	O=C1CN(C(=O)c2ccccc2F)C(c2ccccc2)c2cc(Cl)ccc2N1 (stereo not given)
13	O=C1c2ccccc2C(Nc2cccc(C(F)(F)F)c2)N1Cc1ccco1 (stereo not given)
14	COc1cc(S(N)(=O)=O)c(OC)cc1N
15	Nc1nc(SCc2ccccc2Cl)ns1
16	N#C/C(=C(/O)COC(=O)c1ccc(Cl)c(S(=O)(=O)N2CCOCC2)c1)c1nc2ccccc2[nH]1
entry no.	9	10	11	12	13	14	15	16
TAAR1 agonist	125*	17	5	0	12	1	11	0
CHRM1 PAM	-18	-8	-3	8	-3	9	9	9
V1aR counter	53*	5.6	0.3	3.7	-0.9	0.3	1.3	-0.8
TAAR1 antagonist	86*	-1	7	-2	22	9	-2	-9
M1 ag	27*	1	-2	-4	-4	0	-4	-6
OXTR potentiate	-24	-9	-5	-7	-13	-4	-5	-14
CHO parental Ca	53*	10	-12	-25	4	-16	16	1
OXTR agonist	50*	3.9	0.0	-0.1	-1.6	0.4	1.4	-1.0
CHRM1 antagonist	7	21	9	-10	15	-12	-11	-11

# Compound profiles, as listed above. Values in the order: TAAR1 agonist	CHRM1 PAM	V1aR counter	TAAR1 antagonist	M1 ag	OXTR potentiate	CHO parental Ca	OXTR agonist	CHRM1 antagonist
# N#C/C(=C(/O)COC(=O)c1ccc(Cl)c(S(=O)(=O)N2CCOCC2)c1)c1nc2ccccc2[nH]1 is entered as 0	9	-0.8	-9	-6	-14	1	-1.0	-11
# Nc1nc(SCc2ccccc2Cl)ns1 is entered as 11	9	1.3	-2	-4	-5	16	1.4	-11
# COc1cc(/C=N/NC(=O)c2nnn(-c3nonc3N)c2C(C)C)ccc1O is entered as 17	-8	5.6	-1	1	-9	10	3.9	21
# O=C1c2ccccc2C(Nc2cccc(C(F)(F)F)c2)N1Cc1ccco1 (stereo not given) is entered as 12	-3	-0.9	22	-4	-13	4	-1.6	15

# Carrying on.
17	O=C1C=C(N2CCN(c3ccccn3)CC2)C(=O)c2c(O)ccc(O)c21
18	Nc1ncnc2nc(SCc3ccc(Cl)cc3Cl)[nH]c12
19	Cc1csc(Sc2ccc(S(=O)(=O)N3CCCC3)cn2)n1
20	O=C(COC(=O)CN1C(=O)C2CCCCC2C1=O)Nc1cc(F)ccc1F (stereo not given)
21	CC[C@]12c3[nH]c4ccc(Cl)cc4c3CCN1C(=O)[C@@H](CC(=O)NCCCN(C)C)C[C@@H]2C(=O)N1CCN(C(=O)C2CC2)CC1
22	S=C(Nc1ccccc1Cl)N(Cc1ccccc1)Cc1ccccn1
23	Cc1ccc(S(=O)(=O)NCCNC(=O)C2CCCNC2=O)cc1 (stereo not given)
24	O=C(CNc1ccccc1)N/N=C/c1ccc2c(c1)OCO2
entry no.	17	18	19	20	21	22	23	24
TAAR1 agonist	10	20	5	1	6	0	12	2
CHRM1 PAM	-4	-1	-3	9	7	-1	0	7
V1aR counter	·	4.8	0.9	·	·	-0.7	0.8	0.1
TAAR1 antagonist	15	12	-11	-4	-38	-21	4	14
M1 ag	2	-3	-12	0	-9	-6	-1	-8
OXTR potentiate	·	-7	-24	·	·	0	-5	-8
CHO parental Ca	·	-24	-1	·	-13	9	3	15
OXTR agonist	·	3.5	0.3	·	·	-0.9	0.8	-0.8
CHRM1 antagonist	3	-1	4	2	-5	3	-8	-2

# Continued (two carried over from the part before).
23	Cc1ccc(S(=O)(=O)NCCNC(=O)C2CCCNC2=O)cc1 (stereo not given)
24	O=C(CNc1ccccc1)N/N=C/c1ccc2c(c1)OCO2
25	Nc1ncnc2c1ncn2[C@@H]1O[C@H](CNC(=O)[C@@H](N)Cc2ccc(C(F)(F)F)cc2)[C@@H](O)[C@H]1O
26	COc1ccc(-c2cc(CNC(C)=O)on2)cc1
27	Cc1sc2nc(COC(=O)c3ccc(N4CCCC4)c([N+](=O)[O-])c3)[nH]c(=O)c2c1C
28	C[C@@H](NC(=O)[C@@H]1Cc2ccccc2CN1)C(=O)Nc1ccc2c(c1)OCCO2
29	C/C(CCc1ccc2c(c1)OCO2)=N\NC(=O)c1ccccc1Cl
30	CCOC(=O)Cc1c(Sc2ccccc2)c2ccccc2n1C
31	Cn1c2ccc(F)cc2c2ncn(CCCN(CCO)CCO)c(=O)c21
32	CCCNC(=O)CN1C(=O)COc2ccc(S(=O)(=O)N3CC(C)CC(C)C3)cc21 (stereo not given)
entry no.	23	24	25	26	27	28	29	30	31	32
TAAR1 agonist	12	2	0	18	2	-1	-3	2	9	-2
CHRM1 PAM	0	7	7	-2	2	6	1	5	-1	8
V1aR counter	0.8	0.1	·	-0.2	1.9	0.0	-0.4	-1.4	0.1	-0.9
TAAR1 antagonist	4	14	-5	2	-18	0	9	-11	22	-19
M1 ag	-1	-8	-1	-4	-7	-5	-7	-4	-8	-3
OXTR potentiate	-5	-8	·	-12	-1	-4	4	-13	6	-8
CHO parental Ca	3	15	-5	16	-11	-26	-16	-20	-6	-23
OXTR agonist	0.8	-0.8	·	0.6	-0.4	-2.1	-0.3	-1.1	0.3	-2.4
CHRM1 antagonist	-8	-2	-12	8	0	-12	2	-11	1	-10

33	COC(=O)C1C(=O)CC(C)(O)C(C(=O)OC)C1/C=C/c1ccccc1 (stereo not given)
34	COc1ccc(S(=O)(=O)NCC(=O)N(CC(=O)NCc2ccccc2)Cc2ccco2)cc1
35	CCOC(=O)N1C2C=CC(C2)N1C(=O)OCC
36	Cn1nc(OCC(N)=O)ccc1=O
37	Cc1ccc(CN(C)C(=O)COC(=O)CSc2ccc(C(N)=O)cc2[N+](=O)[O-])cc1
38	FC(F)C(F)(F)Oc1cccc(Nc2nccn3c(-c4cccc5ccccc45)cnc23)c1
39	O=C(Nc1cccc(Cl)c1N1CCOCC1)c1cccnc1Cl
40	CC(NC(=S)Nc1ccc(OC(F)F)cc1OC(F)F)C(C)(C)C (stereo not given)
entry no.	33	34	35	36	37	38	39	40
TAAR1 agonist	12	2	1	5	3	12	7	5
CHRM1 PAM	6	13	-10	7	1	3	11	-4
V1aR counter	-1.5	2.8	·	2.0	-0.1	·	4.0	3.2
TAAR1 antagonist	-3	13	-19	-2	1	4	-14	-15
M1 ag	-2	-5	-1	-3	-2	-2	4	-4
OXTR potentiate	-11	-2	·	-9	0	·	-1	-12
CHO parental Ca	-11	-7	·	12	-10	·	-25	-24
OXTR agonist	-2.4	0.4	·	0.0	-1.1	·	-1.4	-0.3
CHRM1 antagonist	-10	-18	14	-26	-10	-6	-2	-2

41	CCCOc1ccc(/C=C/C(=O)Nc2ccc([N+](=O)[O-])cc2)cc1
42	COc1ccc(C(=O)NCC(=O)N/N=C/c2ccc([N+](=O)[O-])o2)cc1OC
43	CCC(C)(C)C1CCC(=NNC(=S)Nc2cccnc2)CC1 (stereo not given)
44	O=C(Nc1ccc(F)cc1F)C1CCN(c2ncnc3c2sc2cccc(F)c23)CC1
45	Cc1cc(-c2ccccc2C(=O)NC2CCCCC2)on1
46	Cc1nc(NC(=O)C(C)(C)C)sc1C(=O)Cn1cc(CCc2ccccc2)nn1
47	Cc1c(-c2cccs2)[n+](=O)c2c(n1[O-])CCCC2
48	C=CCOc1ccc(C(c2c(O)nc(SC)[nH]c2=O)c2c(O)nc(SC)[nH]c2=O)cc1
entry no.	41	42	43	44	45	46	47	48
TAAR1 agonist	5	2	1	7	0	0	7	4
CHRM1 PAM	-4	0	3	-10	17	5	1	6
V1aR counter	1.4	1.7	-1.6	5.7	-0.8	·	-0.3	0.8
TAAR1 antagonist	30	-17	20	17	-10	-30	-6	-35
M1 ag	-4	-3	-2	-1	3	-3	-5	-4
OXTR potentiate	-20	-2	-17	-10	1	·	1	-11
CHO parental Ca	18	-13	-16	-5	-13	·	-7	7
OXTR agonist	4.8	0.0	-2.6	5.0	-1.3	·	0.5	0.2
CHRM1 antagonist	0	-3	-12	4	8	-30	-6	-13
